Screening data (PubChem)
BRCA1 expr up – qHTS Assay to Identify Small Molecule Activators of BRCA1 Expression; MCF7-BRCA1-FFLuc reporter, luminescence, 48 h; response scale: scaled: vehicle 0%, 10 µM genistein 100%; Potency, µM (doses to about 46.1 µM), for the others: at the highest dose activation, hits mostly activators; hit rate 1.1% among 380,000; AID 624202, 2012; further: potency means the concentration at half of the fitted maximal effect; nearly all actives have a fitted effect of over 80% in size; some results filed as inactive show a strong effect at the top dose
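MCF7-BRCA1-FFLuc cells, 2000/well in phenol-red-free MEM, attached 2 h then treated 48 h at 37 C. Luciferase luminescence read 15 min after reagent; normalized to genistein maximum activation (10microM) and DMSO, concentration-response fitted.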
FLuc counter – qHTS profiling assay for firefly luciferase inhibitor/activator using purifed enzyme and Km concentrations of substrates (counterscreen for miR-21 project); Luciferin 4-monooxygenase (Photinus pyralis), P08659; Potency, µM (highest dose often 57.5 µM), inactives show top-dose activity change, negative = inhibition, actives largely listed as inhibitors; purified FLuc, Km substrates, luminescence inhibition; hit rate 6.9% among 360,000;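 further: potency means the concentration at half of the fitted maximal effect; plate controls were vehicle for no effect and reference inhibitor for full effect; nearly all actives have a fitted effect of over 55% in size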
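Purified P. pyralis luciferase, 10 nM final, with Km-level 10 uM D-luciferin and 10 uM ATP in 50 mM Tris acetate pH 7.5, 10 mM Mg acetate, 0.01% Tween-20, 0.05% BSA; 6-point qHTS titration about 60 µM downward; luminescence read.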
ELG1 genotox – qHTS screen for small molecules that induce genotoxicity in human embryonic kidney (HEK293T) cells expressing luciferase-tagged ELG1; HEK293T ELG1-luciferase reporter, luminescence, 16 h; AID 504466, 2011; hit rate 1.3% among 330,000; Potency, µM (doses to about 46 µM), for inactives: top-dose activity change, positive = activation, actives largely listed as activators; further: potency means the concentration at half of the fitted maximal effect; % of control where 0% means no effect; nearly all actives have a fitted effect of over 60% in size
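Quantitative HTS format in 1536-well plates. HEK293T ELG1-luciferase reporter cells receive test compound and are incubated 16 hr at 37 °C, 5% CO2; ONE-Glo added, 30 min room temperature, then luminescence read.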
Gal4-VP16 FLuc – VP16 counterscreen qHTS for inhibitors of ROR gamma transcriptional activity | Drosophila S2 Gal4-VP16 UAS-luciferase, luminescence, 20 h | Potency, µM (series often up to 53.6 µM), for inactives: at the highest dose activity, negative = inhibition, actives largely listed as inhibitors | AID 2546, 2010 | hit rate 3.5% among 310,000;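 further: Gal4-VP16 expression switched on by copper sulfate through the metallothionein promoter; potency means the concentration at half of the fitted maximal effect; on the % scale 0 is the no-effect control and ±100 the full control effect; nearly all actives have a fitted effect of over 50% in size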
Tb PFK block – qHTS Assay to Find Inhibitors of T. brucei phosphofructokinase. ATP-dependent 6-phosphofructokinase (Trypanosoma brucei brucei), O15648. hit rate 0.17% among 330,000. T. brucei PFK, ADP-Glo luminescence. Potency, µM (titrated, usually from 57.5 µM), for inactives: at the highest dose activity, negative = inhibition, actives largely listed as inhibitors. AID 485367, 2010;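 further: potency means the concentration at half of the fitted maximal effect; 0% = uninhibited 1x PFK enzyme wells and -100% = no-enzyme wells; nearly all actives have a fitted effect of over 60% in size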
Target sequence (O15648 whole entry, looked up): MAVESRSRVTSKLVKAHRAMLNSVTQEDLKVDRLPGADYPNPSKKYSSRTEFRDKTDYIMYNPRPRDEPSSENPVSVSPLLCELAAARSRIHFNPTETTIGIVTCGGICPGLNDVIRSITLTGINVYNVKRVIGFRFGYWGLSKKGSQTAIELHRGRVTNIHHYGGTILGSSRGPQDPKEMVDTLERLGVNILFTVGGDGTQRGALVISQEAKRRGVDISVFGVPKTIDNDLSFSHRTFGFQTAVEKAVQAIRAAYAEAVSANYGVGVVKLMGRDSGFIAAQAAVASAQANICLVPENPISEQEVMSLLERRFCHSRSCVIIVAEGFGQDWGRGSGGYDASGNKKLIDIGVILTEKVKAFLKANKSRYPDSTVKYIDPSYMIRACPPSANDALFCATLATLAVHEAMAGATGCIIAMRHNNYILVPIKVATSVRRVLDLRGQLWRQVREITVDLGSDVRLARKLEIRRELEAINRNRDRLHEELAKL
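Compounds were pin-transferred as a titration series up to 57 uM into substrate buffer (0.5 mM F6P, 0.1 mM ATP, pH 8.0), then 1.25 nM PFK was added and reactions ran 45 min before ADP-Glo detection.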
p53 reactivator – qHTS assay for re-activators of p53 using a Luc reporter. H1299 p53-A138V BP100-luciferase reporter, luminescence, 24 h. AID 504706, 2011. hit rate 0.063% among 320,000. Potency, µM (highest dose often 92.2 µM), for the others: at the highest dose activity change, positive = activation, most hits filed as activators; further: potency means the concentration at half of the fitted maximal effect; % of control where 0% means no effect; nearly all actives have a fitted effect of over 45% in size
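H1299 (p53-null), stable ts p53-A138V + BP100-Luc; 1000 cells/well, Opti-MEM/10% FBS; cpd 4 pt, 1:5; 24 h, 37 deg C, 5% CO2; detection reagent 10 min RT; luminescence.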
NPC1 promoter act – qHTS Assay for NPC1 Promoter Activators; hit rate 2.4% among 320,000; Huh7 NPC1 promoter luciferase reporter, 24 h; Potency, µM (top dose mostly 9.22 µM), for the others: at the highest dose activation, most hits filed as activators; AID 485313, 2010;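 further: potency means the concentration at half of the fitted maximal effect; % of control where 0% means no effect; nearly all actives have a fitted effect of over 60% in size; reporter is driven by a mutant NPC1 promoter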
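Cells: Huh7 expressing luciferase under the NPC1 promoter, 1500/well. Seeded 2 h, compound added, incubated 24 h at 37 °C. Luciferase reagent, 10 min ambient, then luminescence.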
TRPV1 ag – HTS Assay for Compounds that Act as Agonists of the Vanilloid Receptor 1; activation, % at 8.33 µM; hit rate 0.19% among 320,000; TRPV1-expressing cells, Fluo-8 calcium influx, agonist mode; Transient receptor potential cation channel subfamily V member 1 (Homo sapiens), Q8NER1; in the data active means activation above about 80%; inconclusive means between about 30% and that limit; further: 0% is about no effect
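Fluo-8 calcium influx in TRPV1-expressing cells, kinetic read (ex 480/em 520 nm). Compound added and read 3 min for agonist activity, followed by capsaicin at EC20 final and 2 min further read for enhancement.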
RORg inh – qHTS for inhibitors of ROR gamma transcriptional activity; AID 2551, 2010; hit rate 5.4% among 310,000; Drosophila S2 Gal4-RORgamma UAS-luciferase reporter, 20 h; Nuclear receptor ROR-gamma (Mus musculus), P51450; Potency, µM (highest dose often 53.6 µM), inactives show top-dose activity change, negative = inhibition, actives largely listed as inhibitors; further: potency means the concentration at half of the fitted maximal effect; on the % scale 0 is the no-effect control and ±100 the full control effect; nearly all actives have a fitted effect of over 60% in size
Target sequence (P51450 whole entry, looked up, the tested form may be a part): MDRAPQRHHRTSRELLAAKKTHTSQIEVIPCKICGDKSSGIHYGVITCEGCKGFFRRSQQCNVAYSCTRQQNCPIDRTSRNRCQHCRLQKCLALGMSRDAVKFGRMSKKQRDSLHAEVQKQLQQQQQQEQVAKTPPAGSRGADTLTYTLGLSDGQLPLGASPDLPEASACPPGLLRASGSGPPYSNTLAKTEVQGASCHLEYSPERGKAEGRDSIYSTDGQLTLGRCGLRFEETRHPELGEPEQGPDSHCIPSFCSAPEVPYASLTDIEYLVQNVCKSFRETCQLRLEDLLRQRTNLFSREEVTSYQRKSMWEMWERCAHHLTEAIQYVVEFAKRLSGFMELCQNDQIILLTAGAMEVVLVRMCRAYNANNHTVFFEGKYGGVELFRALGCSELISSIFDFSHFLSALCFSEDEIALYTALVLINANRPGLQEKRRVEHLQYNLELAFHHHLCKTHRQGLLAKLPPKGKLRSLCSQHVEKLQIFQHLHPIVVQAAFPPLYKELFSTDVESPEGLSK
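Schneider cells (Drosophila), stable Gal4 DBD–ROR gamma + UAS-luc; 1 hr cmpd preincubation; Cu2+ induction 700 uM final; 20 hr ambient; luminescence.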
Rab9 prom act – qHTS Assay for Rab9 Promoter Activators; Huh7 Rab9 promoter-luciferase reporter, luminescence, 24 h; hit rate 2.8% among 320,000; Potency, µM (top dose mostly 9.22 µM), inactives show at the top dose activation, negative = inhibition, hits mostly activators; further: potency means the concentration at half of the fitted maximal effect; % of control where 0% means no effect; nearly all actives have a fitted effect of over 60% in size
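Quantitative HTS format; Huh7 Rab9-luciferase reporter cells (1500/well) receive compound 2 h post-plating, incubate 24 h at 37 °C, then get luciferase reagent for 10 min before luminescence reading.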
ELG1 DNA repair – qHTS screen for small molecules that inhibit ELG1-dependent DNA repair in human embryonic kidney (HEK293T) cells expressing luciferase-tagged ELG1 | HEK293T ELG1-luciferase reporter, luminescence, 16 h; DNA damage induced by 5-fluorouridine | hit rate 2.3% among 330,000 | Potency, µM (highest dose often 46.1 µM), without a hit: top-dose activity change, negative = inhibition, most hits filed as inhibitors | AID 504467, 2011; further: potency means the concentration at half of the fitted maximal effect; on the % scale 0 is the no-effect control and ±100 the full control effect; nearly all actives have a fitted effect of over 55% in size
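In this reporter screen, reduction of luminescence relative to DMSO vehicle indicated activity. Compounds and 5-fluorouridine were added together to 2,000 cells per well, incubated for 16 hr at 37 °C, then developed with ONE-Glo.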
The depositor's hits bear a star; ? = inconclusive; / = not tested or not shown; & = joins results of further samples. Unless noted, the call rests on the fitted dose curve; in most records, active means well fitted curve in the direction sought with a large enough effect; inconclusive means small, poorly fitted or top-dose-only effect, or another doubt; inactive means no such curve, though single readings can be large; an effect the other way counts as inactive or inconclusive.

SMILES	BRCA1 expr up	FLuc counter	ELG1 genotox	Gal4-VP16 FLuc	Tb PFK block	p53 reactivator	NPC1 promoter act	TRPV1 ag	RORg inh	Rab9 prom act	ELG1 DNA repair
O=C(Nc1nnc(S(=O)(=O)N2CCCCCC2)s1)c1ccc(Cl)cc1	-16%	0%	-6%	-1%	2%	0%	-5%	0	8%	-5%	-8%
CCOC(=O)c1c(NCCN(C)C)c2ccccc2[nH]c1=O	9%	0%	-3%	-3%	-3%	-1%	-6%	0	10%	-7%	?
COc1ccc(CC(=O)NC2CCSc3ccccc32)cc1OC (centres undefined)	-5%	5%	-2%	-8%	-4%	9%	1%	?	8%	-3%	-2%
Cc1c(Cl)cccc1NC(=O)C1CCN(c2cnccn2)CC1	0%	1%	-4%	4%	3%	-1%	-1%	-3	1%	3%	13%
O=S(=O)(c1ccc(Cl)cc1)N1CCCCCC1	1%	3%	-3%	-1%	0%	13%	-5%	6	-20%	1%	9%
CC(C)(C)OC(=O)NCCCCCNC(=O)c1nc[nH]c1C(=O)N1CCc2ccccc2C1	-43%	/	-8%	/	-2%	6%	/	/	/	/	16µM*
Cc1ccc(CNC(=O)c2ccc(N3CCc4ccccc43)c([N+](=O)[O-])c2)cc1	-29%	-1%	0%	-1%	-2%	21%	-1%	2	?	1%	-22%
COc1ccc(C(=O)N2CCN(c3nc4cc(C)ccc4cc3C#N)CC2)c(OC)c1	-16%	0%	-29%	-20%	26%	-17%	-6%	2	-4%	-8%	?
COCC(=O)N(C)c1nnc(-c2ccc([N+](=O)[O-])cc2)s1	?	0%	3%	-1%	0%	6%	4%	0	15%	1%	18%
O=C(CNC(=O)C1CCCCC1)Nc1ccc(F)c(Cl)c1	-38%	2%	0%	-14%	?	0%	-8%	7	20%	-1%	-4%
Cc1sc2nc(C3CC3)nc(NCCNS(=O)(=O)c3ccccc3)c2c1C	1%	-16%	-2%	-10%	0%	-5%	-3%	?	?	-1%	?
COC(=O)[C@@H]1C[C@@]2(O)[C@H](O)[C@H](O)[C@H](O)C[C@H]2N1Cc1cc(OC)cc(OC)c1	0%	1%	2%	0%&3%	-2%	3%	-2%	-2	1%&-12%	-7%	28%
CCc1[nH]nc(C(=O)N2CCCC(N3CCN(c4ccccc4C)CC3)C2)c1C (centres undefined)	-17%	4%	-9%	2%	2%	-4%	1%	0	?	3%	-8%
O=C(CN(C(=O)Cn1nnc(-c2cccs2)n1)c1ccc2c(c1)OCCO2)NCC1CCCO1 (centres undefined)	0%	-1%	4%	-9%	-12%	0%	1%	-2	-9%	-3%	10%
Cc1ccc(NC(=O)C(c2ccccc2)c2ccccc2)nc1	-11%	7%	-7%	4%	-3%	/	-3%	?	-6%	-5%	-4%
COc1ccc(/C=C2\SC(=S)N(CCC(=O)NC3=NCCS3)C2=O)cc1OC	-24%	?	3%	?	1%	-11%	-2%	-1	-43%	-6%	2%
CCOC(=O)N/N=C/c1ccc(N2CCOCC2)s1	63%	?	7%	20%	0%	?	9%	7	15%	19%	?
COc1ccc(CCNC(=O)CC(C)S(=O)(=O)c2ccc3c(c2)NC(=O)CO3)cc1OC (centres undefined)	9%	3%	0%	-2%	4%	0%	-3%	-2	-4%	2%	-1%
CN(C)C(=O)COc1ccc(Br)cc1	-13%	1%	4%	1%	-3%	1%	-4%	-1	6%	3%	10%
COc1ccccc1CCNC(=O)C(=O)NCC1OCCN1S(=O)(=O)c1ccc(F)cc1 (centres undefined)	-17%	1%	-1%	2%	1%	-11%	0%	16	15%	-10%	-2%
COc1ccc(C(=O)N2CCN(c3ccc(C)c(C)c3)CC2)cc1OC	-3%	-6%	-7%	2%	2%	-9%	1%	/	27%	11%	-28%
COc1ccc2nc(Nc3ccccc3OC)sc2c1	?	0.48µM*	?	?	0%	11%	1.1µM*	4	?	0.35µM*	?
Cc1nc([N+](=O)[O-])cn1CC(O)c1ccc(F)cc1 (centres undefined)	0%	-1%	-3%	-11%	1%	-3%	-3%	1	9%	0%	-1%
CN(CC(=O)NCc1ccncc1)S(=O)(=O)c1ccc(F)cc1	24%	0%	-7%	10%	1%	-6%	0%	-2	-33%	-6%	1%
c1ccc(Oc2ccc3ccccc3n2)cc1	46%	17µM*	?	8%	0%	9%	17%	2	7%	5%	?
(list continues)
SMILES	BRCA1 expr up	FLuc counter	ELG1 genotox	Gal4-VP16 FLuc	Tb PFK block	p53 reactivator	NPC1 promoter act	TRPV1 ag	RORg inh	Rab9 prom act	ELG1 DNA repair
CCC(C(=O)NC1CCCCC1)n1c2ccccc2c2nc(=O)cc(C)n21 (centres undefined)	-17%	3%	3%	-1%	-2%	-2%	2%	1	-3%	-1%	11%
O=C(CN1CCCCCC1)Nc1ccc(Cl)cc1F	-9%	-8%	5%	4%	-15%	11%	?	11	-20%	4%	24%
COC(=O)c1cc(-c2cccs2)nn1-c1ccccc1	6%	-14%	-4%	2%	-5%	-3%	-2%	20	0%	-11%	-12%
COc1ccc(NC(=O)NNC(=O)COc2cc(C)c(Cl)c(C)c2)c(OC)c1	-23%	6%	16%	-14%	-2%	-20%	2%	1	?	4%	1%
Cc1cc(NC(=O)Nc2cccc(Cl)c2)n(-c2ccccc2)n1	-6%	-1%	-2%	1%	-15%	-7%	0%	4	6%	-1%	0%
COc1ccc(Sc2ccccc2CN(C)C)cc1OC	-1%	-1%	2%	7%	-4%	-12%	-1%	1	-22%	-3%	13%
O=C(CCNS(=O)(=O)c1ccc2c(c1)CCC(=O)N2)NCc1ccc2c(c1)OCO2	7%	-2%	-2%	1%	2%	6%	-2%	0	11%	-1%	-27%
CC(C)(C)c1ccc(CCC2OCC(CN3CCOCC3)O2)cc1 (centres undefined)	-29%	?	-6%	4.5µM*	1%	-2%	-1%	?	-22%	-6%	?
CCCCOc1ccc(C(=O)NCCc2ccccc2)cc1	?	6µM*	?	-2%	3%	10%	0.32µM*	2	-25%	1.1µM*	?
COc1ccc(CCNC(=O)C2CCN(S(=O)(=O)c3ccc(NC(C)=O)cc3)CC2)cc1OC	12%	-1%	0%	6%	-10%	2%	-4%	0	-8%	0%	-1%
COc1cnc(N(C)C)nc1Sc1ccc(Cl)cc1	-21%	0%	1%	-9%	-15%	-2%	0%	-2	25%	0%	2%
O=C(NN=Cc1ccc(F)cc1)c1cccc(S(=O)(=O)N2CCCC2)c1	-27%	/	0%	/	-16%	4%	/	/	/	/	?
Cc1ccc(S(=O)(=O)N2CCN=C2SC(C)c2ccccc2)cc1 (centres undefined)	-30%	3%	-8%	-2%	1%	-4%	-4%	10	-28%	-4%	-11%
CCc1nc(SCC(=O)Nc2c(C)n(C)n(-c3ccccc3)c2=O)n[nH]1	10%	0%	0%	-8%	3%	3%	-2%	0	-3%	-4%	2%
C/C(=N\Nc1cc(C)nc(NCc2ccccc2)n1)c1ccc([N+](=O)[O-])cc1	-17%	0%	-2%	-5%	2%	2%	-8%	3	8%	-8%	?
CCN(CC)C(=O)c1sc2[nH]c(=S)n(-c3ccccc3)c(=O)c2c1C	-1%	-20%	-2%	-21%	-5%	-2%	-3%	-1	38%	-6%	23%
O=C(c1cccc(F)c1)N1CCN(C(=O)C2CC2)CC1	1%	1%	-2%	-7%	2%	5%	-5%	-1	-6%	1%	-8%
COc1ccc(CC(=O)OCC(=O)NC2CCCCC2)cc1	-9%	1%	0%	/	0%	-2%	2%	3	/	-3%	?
Cc1c(NC(=O)CSc2ncnc3c2cnn3-c2ccccc2)c(=O)n(-c2ccccc2)n1C	-24%	-15%	-1%	/	-5%	-3%	-2%	-7	/	-5%	?
NC(=S)Nc1cccc2cn[nH]c12	6%	-3%	2%	-17%	-4%	1%	3%	1	-2%	7%	7%
O=C(Oc1ccc(-c2nc(-c3ccccn3)no2)cc1)c1ccccc1	-42%	0.3µM*	0.52µM*	6.3µM*	-14%	1%	?	-1	1%	?	?
